SDO1 yeast rescue: restores growth of sdo1-depleted yeast; S. cerevisiae sdo1-depleted JHY4D growth rescue, OD600 30 h; hits give high values; pdr5 snq2 efflux-pump mutant strain; z-score at 10 µM; 140,000 compounds, 0.21% hits; AID 817;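 active = z-score above 3 at both the 24 hr and the 30 hr optical density reads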;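 also: z-score against mean and SD of all compound wells on the same plate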
Insulin prom inh: TRM-6 insulin promoter activity inhibition | inhibition, % at 2 µM | AID 1273 | 130,000 compounds, 0.9% hits | TRM-6 cells (human fetal islet line), insulin promoter-eGFP reporter, imaging; reporter expression induced with tamoxifen;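 active = inhibition above the mean plus 3 SD, with well images judged a real hit on visual review, cut at about 60% in these data, passing the limit was not always enough; inconclusive = inhibition over the cutoff but images rejected on review; inactive = inhibition not above the cutoff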
SDO1 yeast rescue Rescue 24 h: further read-out of SDO1 yeast rescue, marked with its call; z-score; S. cerevisiae sdo1-depleted JHY4D growth rescue, OD600; measured here: growth rescue at 24 h;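 0 is the plate mean of compound wells and units are plate SD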
* marks the source's active call; other numbers are inactive results; ? = inconclusive; · = no result given.

SMILES	SDO1 yeast rescue	SDO1 yeast rescue Rescue 24 h	Insulin prom inh
COc1ccc(/C(O)=C2/C(=O)C(=O)N(CCN(C)C)C2c2ccc(F)cc2)cc1Cl (stereo not given)	0.05	-0.49	-7
CC[C@H](C)[C@H](NC(N)=O)C(=O)NCCc1ccc(Cl)cc1	·	·	-133
Cn1cnnc1SC/C(O)=C(\C#N)c1nc2ccccc2[nH]1	0.04	-0.45	·
Cc1ccc(C(=O)N2NC(c3ccc(F)cc3)C3C(=O)N(c4ccc(C)c(C)c4)C(=O)C32)cc1 (stereo not given)	-0.34	-0.63	19
CC(C(=O)Nc1ccccc1-c1ccccc1)N1CCCCC1 (stereo not given)	0.45	0.23	-52
CCNC(=O)CN(C1CCCCC1)S(=O)(=O)c1ccc(F)cc1	0.89	0.59	·
CSCCC(NC(=O)C12CC3CC(CC(C3)C1)C2)C(=O)OCC(=O)c1ccccc1 (stereo not given)	0.28	1.3	·
CC(=O)Nc1c(C)ccc2nsnc12	1.3	1.7	36
C=CCNC(=O)c1onc(CSc2ccc(OC)cc2)c1C(=O)O	-0.06	-0.9	-24
COC(=O)Cn1nc(-c2ccccc2)c2ccccc2c1=O	0.55	0.44	19
CCOC(=O)C1CCN(Cc2ccccc2C(F)(F)F)CC1	0.94	0.07	9
Cc1cccc(C(=O)N[C@H](C(=O)Nc2nnc(C3CC3)s2)C(C)C)c1	2.3	2.6	·
Cc1cc2occ(CC(=O)O)c2cc1C	-0.21	-0.73	11
CCOC(CNC(=O)c1nnc(Cc2cc(OC)c(OC)c(OC)c2)o1)OCC	·	·	13
CCOc1cc(CNc2ccc3cn[nH]c3c2)ccc1OC	0.03	-0.58	-3

Three compounds from above, sorted by the number in SDO1 yeast rescue Rescue 24 h, lowest first:
SMILES	SDO1 yeast rescue	SDO1 yeast rescue Rescue 24 h	Insulin prom inh
Cc1cc2occ(CC(=O)O)c2cc1C	-0.21	-0.73	11
CCOc1cc(CNc2ccc3cn[nH]c3c2)ccc1OC	0.03	-0.58	-3
CSCCC(NC(=O)C12CC3CC(CC(C3)C1)C2)C(=O)OCC(=O)c1ccccc1 (stereo not given)	0.28	1.3	·

Next part
SMILES	SDO1 yeast rescue	SDO1 yeast rescue Rescue 24 h	Insulin prom inh
CCSC1=NC(C)(C)C=C(/C=C/c2ccc(Cl)cc2Cl)N1	-2.1	-1.5	29
Cc1nc(NC(CC(C)C)C(=O)O)c2nc(C)oc2n1 (stereo not given)	0.61	-0.55	21
CC(=O)c1c(C)c[nH]c1C	0.16	-0.99	-57
O=C(O)c1ccc(COc2ccccc2Cl)cc1	1	0.25	·
CC(=O)[C@@H]1[C@@H]2C(=O)N(C3CCCCC3)C(=O)[C@@H]2C2c3ccccc3C=CN21 (stereo not given in full)	-0.11	-0.18	17
Cc1cc(/C=C2\SC(N)=NC2=O)c(C)n1-c1ccccc1	0.19	0.52	·
CNc1oc(-c2ccco2)nc1C#N	0.28	-0.66	-29
C=C(C)Cn1c(SCC#N)nc2ccccc2c1=O	-0.24	0.51	62
CCN(CCCNC(=O)CCn1c(=O)[nH]c2ccsc2c1=O)c1ccccc1	·	·	-25
CSc1nc(N)nc(SCC(=O)c2ccc(C)cc2)c1C#N	1.3	4.8	·
CC(Oc1cccc2c1OC(C)(C)C2)C(=O)O (stereo not given)	0.18	-0.7	50
CC(C)Cn1c(O)c(N=NC(=O)c2cccc(S(=O)(=O)N3CCCCC3)c2)c2ccccc21	0.57	1.1	·
C/C(=N\NC(=O)C1COc2ccccc2O1)c1cccs1 (stereo not given)	0.32	0.15	-26
O=Cc1c(N2CCCCC2)nc2ccccn2c1=O	·	·	0
CN(Cc1cc(=O)n2ccsc2n1)c1ccccc1	0.14	-0.43	·
CC1(C)C(=O)OC(C(=O)c2ccccc2)C(C)(C)C1=O (stereo not given)	0.3	0.49	0
O=C(COC(=O)c1ccc2c(c1)OCO2)NCc1ccc2c(c1)OCO2	-1.4	-2.4	42
COCCNC(=O)CSc1nnc2c(Cl)cc(Cl)cn12	0.22	-0.13	-44
O=C(CNC(=O)c1ccco1)NCC(=O)OC(C(=O)c1ccccc1)c1ccc(Cl)cc1 (stereo not given)	0.93	1.3	-14
Cc1cc(C)nc(SCCC(=O)N(C)C)n1	0.97	0.46	·
O=C(O)C1C2C=CC(C2)C1C(=O)Nc1cccc(F)c1 (stereo not given)	0.03	-0.04	5
O=C(COC(=O)C1CCN(S(=O)(=O)c2ccccc2C(F)(F)F)CC1)NCc1ccc(F)cc1	-0.2	-0.58	43
CCOC(=O)/C=C(\C)Sc1cc(=O)oc2ccccc12	-0.25	-0.78	9
Nc1ccccc1-c1nc2ccccc2[nH]1	1.2	1.9	94*
CCNC(=S)NCCN1CCCCC1	0.26	-0.32	-44
CCOc1cc(C(=S)N2CCOCC2)ccc1OS(=O)(=O)c1ccccc1	0.43	0.54	-34
Cc1cc2nccc(-c3ccc(Cl)c([N+](=O)[O-])c3)n2n1	·	·	-11
CCc1ccc(N/C(N)=N/c2nc(CSc3ccccn3)cc(=O)[nH]2)cc1	·	·	30
Cc1cc(N/C=C/C(=O)c2cccc3ccccc23)no1	-0.78	-1	-9
O=[N+]([O-])c1ccc(O)c(C=Nc2ccc3c(c2)OCCO3)c1	0.45	0.5	-32
C=CCNC(=O)c1sc(SC)cc1-c1ccc(Cl)cc1	-1.7	-0.97	-4
C=C(C)C(=O)OC1(C(F)(F)F)Oc2cc(C)ccc2NC1=O (stereo not given)	-1.1	-2	27
CCOc1ccc(C(=O)N2CCSC2=S)cc1	0.36	-0.75	54
COc1ccc2cc(C)c(SCC(=O)Nc3cc(C)on3)nc2c1	-0.81	0.54	26
O=C(Cc1c[nH]c2ccccc12)N1CCc2ccccc21	-1.7	-1.7	-60
Cc1cccc(OCCC(=O)Nc2ccc(S(=O)(=O)N3CCCC3)cc2)c1	-0.98	-1.1	7
CN1C2C=C3C(C#N)=C(N)C(C#N)(C#N)[C@@H](c4ccsc4)[C@@H]3C1CC2 (stereo not given in full)	0.26	-0.12	0
CCc1ccc(NC2=NC(C(=O)c3ccccc3)CC(=O)N2)cc1 (stereo not given)	0.4	-0.31	-17
O=C(CSc1nc2ccccc2o1)NCc1n[nH]c(=O)c2ccccc12	0.43	-0.52	·
CNC(=O)Nc1ccc2snnc2c1	-0.24	-0.78	·
COc1cccc(NC(=S)Nc2cccnc2)c1	0.22	-0.79	-7
COC(=O)c1cn(NC(=O)c2ccc3c(c2)OCO3)c(=O)c2ccccc12	-0.79	-1.4	·
CNC(=O)C1CC(=O)N/C(=N/N=C(\C)c2cccs2)S1 (stereo not given)	-0.25	-0.38	26
O=C(O)CC(c1ccccc1)n1cccc1 (stereo not given)	0.63	0.12	?
Cc1c(NC(=O)c2ccc(-c3ccc([N+](=O)[O-])cc3Cl)o2)c(=O)n(-c2ccccc2)n1C	·	·	14

Some entries already given, showing only Insulin prom inh and SDO1 yeast rescue Rescue 24 h:
SMILES,Insulin prom inh,SDO1 yeast rescue Rescue 24 h
CCNC(=S)NCCN1CCCCC1,-44,-0.32
Cn1cnnc1SC/C(O)=C(\C#N)c1nc2ccccc2[nH]1,·,-0.45
Cc1nc(NC(CC(C)C)C(=O)O)c2nc(C)oc2n1 (stereo not given),21,-0.55
O=Cc1c(N2CCCCC2)nc2ccccn2c1=O,0,·

(more compounds)
SMILES	SDO1 yeast rescue	SDO1 yeast rescue Rescue 24 h	Insulin prom inh
Nc1cc(C(=O)N2CCCC2)cc(C(=O)N2CCCC2)c1	1.6	0.74	-38
COc1ccc(/C=C2\CCCC3C2=NN(C(=O)CSc2ncn[nH]2)C3c2ccc(OC)cc2)cc1 (stereo not given)	-0.83	-1.4	-72
O=C(CSc1nnc2n1CCCN2C(=S)Nc1ccc(Cl)cc1)c1ccccc1	-1.1	-0.35	-33
CCc1nnc(SCC(=O)Nc2ccc(C(C)=O)cc2)nc1CC	-0.09	-0.14	·
Cc1c(C(=O)NC2=NCCS2)oc2ccccc12	-0.54	-1	-16
Cc1ccc(Cn2c(Sc3nccc(C)n3)nc3c2c(=O)[nH]c(=O)n3C)cc1	1.6	3.2	·
CC(C)C(NC(=O)c1cccc(S(=O)(=O)N2CCOCC2)c1)C(=O)NCCc1ccccn1 (stereo not given)	0.4	0.99	27
Cc1cc(Cl)ccc1OCC(=O)Nn1c(C)ccc1C	-0.23	-0.32	32
Cc1cccc(-n2c(C)cc(/C=N/n3cnnc3)c2C)c1	0.15	0.05	0
CC1=CN2C(=NC(=O)CC2(C)C(=O)N(CC(=O)NC2CCCC2)c2ccccc2C)C=C1 (stereo not given)	2.5	2.6	-431
COc1ccc(CC(=O)Nc2cccc(-c3nnc(-c4cccc(C)c4)o3)c2)cc1OC	-1.5	-1.2	0
O=C(CCC1COc2ccccc2O1)NCc1ccccc1 (stereo not given)	0.21	0.29	54
CCOCCn1c(=NC(=O)/C=C/c2ccccc2Cl)sc2cc(NC(C)=O)ccc21	0.1	0.34	·
COC(=O)c1c(-c2cc(C)ccc2C)csc1NC(=O)C1CC=CCC1C(=O)O (stereo not given)	·	·	-39
Cc1nn(C)c(C)c1NC(=O)CSc1nc(-c2ccccc2Cl)nc2c1cnn2-c1ccccc1	-1.6	-0.14	31
Cc1ccc(C(=O)n2nnc3ccccc32)cc1	·	·	-117
COc1cc(/C=C/C(=O)NNc2c(F)c(F)cc(F)c2F)ccc1OC(F)F	-0.75	-0.66	16
CCC(=O)N1CCc2cc(S(=O)(=O)N3CCc4ccccc43)ccc21	-0.4	0.26	-11
Cc1c(C(=O)N2CCCCC2)sc(NC(=O)c2ccco2)c1C#N	-0.09	0.13	-47
COc1ccccc1CNC(=O)C1CCN(S(=O)(=O)c2c(C)noc2C)CC1	-0.43	-1.7	13
Cc1cc(Br)c(OCc2ccc(C(=O)N/N=C3\CC4CC=CC34)cc2)c(Br)c1 (stereo not given)	-1.7	-0.43	33
O=C(NCc1ccccn1)Nc1ccccc1	·	·	36
COc1ccc(C(=O)NNC(=O)CN2CCC(n3nnc4cc(F)ccc43)CC2)cc1	0.5	0.22	-11
CCCn1c(C(O)c2ccc(OC)cc2)nc2ccccc21 (stereo not given)	0.68	1	47
CCOC(=O)c1ccccc1OCc1cc(/C=N/n2cnnc2)ccc1OC	-1.3	-0.73	-8
Cc1cccc(NC(=O)COC(=O)CNC(=O)C2CCCCC2)c1	5.7*	9.3*	37
CCN(CCCNC(=O)COc1cc(=O)n(C)c2ccccc12)c1ccccc1	0.47	0.52	3
COc1cccc(/C=N/NC(=O)CNC(=O)C2COc3ccccc3O2)c1O (stereo not given)	0.59	-0.08	·
CCN1CCN(c2ncc(C(=O)Nc3c(F)cc(F)cc3Br)c3ccccc23)CC1	0.81	1.8	-39
CCN(C(=O)CSc1nnnn1-c1ccccc1)C1CCS(=O)(=O)C1 (stereo not given)	·	·	-81

Profiles as entered above. Order of screens: SDO1 yeast rescue | SDO1 yeast rescue Rescue 24 h | Insulin prom inh
Record of CCN(CCCNC(=O)COc1cc(=O)n(C)c2ccccc12)c1ccccc1 → 0.47 | 0.52 | 3
Record of Cc1cc(Cl)ccc1OCC(=O)Nn1c(C)ccc1C → -0.23 | -0.32 | 32
Record of CNC(=O)C1CC(=O)N/C(=N/N=C(\C)c2cccs2)S1 (stereo not given) → -0.25 | -0.38 | 26
Record of CCOC(=O)C1CCN(Cc2ccccc2C(F)(F)F)CC1 → 0.94 | 0.07 | 9

New compounds follow:
SMILES	SDO1 yeast rescue	SDO1 yeast rescue Rescue 24 h	Insulin prom inh
Cc1ccc(N(CC(=O)N/N=C/c2cc(C)n(-c3ccccc3)c2C)S(C)(=O)=O)c(C)c1	0.32	0.18	-27
CC(=O)Nc1cccc(NS(=O)(=O)c2ccccc2[N+](=O)[O-])c1	·	·	0
O/N=C/c1cc(Br)ccc1OCc1ccccc1F	·	·	-93
O=C(Cc1c(F)c(F)c(F)c(F)c1F)OC12CC3CC(C1)C(=O)C(C3)C2	-0.45	-0.89	22
COc1ccc(-c2nnc(SCC(=O)Nc3sc4c(c3C#N)CCCC4)n2-c2ccccc2)cc1	-1.2	-0.29	-231
CC(=O)Nc1ccc(N(C(=O)Cn2nnc3ccccc32)C(C(=O)NC2CCCC2)c2ccc(O)c(O)c2)cc1 (stereo not given)	·	·	28
CCOC(=O)c1cnn(-c2nc(SC)nc3sc4c(c23)CCC4)c1N	-0.93	0.5	-25
CC(C)(C)NC(=O)C(OC(=O)c1cccs1)c1ccc(C#N)cc1 (stereo not given)	·	·	3
CN(c1ncc(C(F)(F)F)cc1Cl)n1cc(C(=O)O)c2ccccc2c1=O	0.33	-0.33	13
Cn1ncc2c(Nc3ccccc3Br)ncnc21	0.66	0.11	·
CCOC(=O)c1c(-c2cccs2)csc1N	·	·	21
CN(C)S(=O)(=O)N1CCN(CC(=O)Nc2cc(Cl)ccc2Cl)CC1	-0.24	-0.42	-23
CCC1(CC)NC(=O)N(CC(=O)Nc2sc3c(c2C(N)=O)CCC3)C1=O	-0.46	0.37	36
O=C(CCS(=O)(=O)c1ccc(Br)cc1)Nc1ccc(Cl)cc1F	-0.29	-0.63	-51
CCCCCC(=O)NC(=S)NNC(=O)CC	0.66	1	54
COCCn1c(CN(C)Cc2ccccc2)nc2c1c(=O)n(C)c(=O)n2C	0.95	1.4	·
CCOC(=O)c1cc2sccc2n1CC(=O)OC(C)C	-0.44	-0.49	·
O=C(NC(=S)Nc1ccccc1N1CCCCC1)c1ccc(-c2cccc([N+](=O)[O-])c2)o1	-0.34	-0.78	17

Bioassay records deposited in PubChem by several laboratories.
